Source: PubChem
14-3-3 Bad inh – inhibitors of 14-3-3 zeta/Bad binding, primary screen, biochemical, TR-FRET, bovine 14-3-3 zeta; inhibition, % at 21.7 µM; AID 781, 2007; TR-FRET 14-3-3zeta/Dy647-pBad peptide displacement, 1 h; 220,000 tested, 0.71% active;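 active means inhibition above about 70%, limit read from the data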;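 further: 0% = full 14-3-3 plus peptide FRET controls and 100% = background without 14-3-3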
Target sequence (P63103 whole entry, looked up): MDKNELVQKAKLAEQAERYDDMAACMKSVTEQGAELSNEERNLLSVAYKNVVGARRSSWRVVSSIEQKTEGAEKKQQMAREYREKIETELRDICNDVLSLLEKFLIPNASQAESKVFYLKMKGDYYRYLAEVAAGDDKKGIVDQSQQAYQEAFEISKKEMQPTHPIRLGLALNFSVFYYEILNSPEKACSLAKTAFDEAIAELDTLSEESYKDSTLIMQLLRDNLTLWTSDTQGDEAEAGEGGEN
Calpain2 inh – inhibitors of pig calpain II, primary screen, biochemical, fluorogenic peptide substrate, 1536-well. purified calpain II, 30 min. 220,000 tested, 0.37% active. inhibition, % at 16 µM;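 active means inhibition above about 50%, limit read from the data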
L929 necroptosis – inhibitors of zVAD-triggered necroptosis, primary screen, L929 cells; viability rescue, % at 10 µM; L929 zVAD necroptosis rescue, ATP luminescence, 24 h; with zVAD 60 µM; AID 1377, 2008; 220,000 tested, 0.38% active;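 active means activation, scaled between plate controls, above about 75%, limit read from the data; inactive means activation under that limit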;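 further: 0% = zVAD with DMSO and 100% = DMSO alone without zVAD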
Hck Nef HTS – inhibitors of Nef-activated human Hck kinase, primary screen, biochemical, Z-Lyte FRET, 384-well, Hck-YEEI | Recombinant Hck-YEEI plus Nef, Z-Lyte FRET kinase assay | Tyrosine-protein kinase HCK (Homo sapiens), P08631 | inhibition, % at 20 µM | 220,000 tested, 0.68% active;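 active means Hck-Nef kinase inhibition above about 50%, limit read from the data; inactive means inhibition below that limit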;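 further: 0% = DMSO with Hck plus Nef and 100% = Hck alone without Nef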
TbHK1 inh – Trypanosoma brucei hexokinase 1 inhibitors, primary screen, biochemical, G6PDH-coupled NADH absorbance, MLSCN library; hexokinase 1 [Trypanosoma brucei]; inhibition, % at 10 µM; recombinant TbHK1, G6PDH-coupled NADH A340; 220,000 tested, 0.11% active;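 active means inhibition of 50% or more in the single-dose primary screen; inactive means inhibition below 50%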
EP2 mod – EP2 receptor modulators, cAMP readout, primary screen, cell-based, HTRF cAMP, PGE2 stimulation; 260,000 tested, 0.83% active; EP2-expressing cells, cAMP HTRF FRET, PGE2 co-stimulation; Prostaglandin E2 receptor EP2 subtype (Homo sapiens), P43116; induction, % at 25 µM;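 active means compounds whose cAMP rise, as percent of the full-agonist control response, exceeds 60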;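 further: rat C6 glioma line stably carrying human EP2 under a CMV promoter; the protocol text gives 20 µM as final concentration; 100% = response of wells given 1 µM PGE2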
Target sequence (P43116 whole entry, looked up): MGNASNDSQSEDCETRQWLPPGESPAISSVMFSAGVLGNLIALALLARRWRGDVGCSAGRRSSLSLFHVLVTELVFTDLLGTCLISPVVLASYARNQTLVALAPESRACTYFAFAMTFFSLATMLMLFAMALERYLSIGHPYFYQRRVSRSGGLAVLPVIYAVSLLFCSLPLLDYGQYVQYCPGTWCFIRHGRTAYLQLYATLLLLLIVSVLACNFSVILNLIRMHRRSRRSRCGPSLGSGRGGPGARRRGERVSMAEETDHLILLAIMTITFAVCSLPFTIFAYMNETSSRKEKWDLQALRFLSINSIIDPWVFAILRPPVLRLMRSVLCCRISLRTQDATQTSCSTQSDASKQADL
eIF4E-4G inh – eIF4E–eIF4G protein interaction inhibitors, primary screen, biochemical, uHTS, TR-FRET, eIF4GI fragment; 220,000 tested, 0.37% active; Eukaryotic translation initiation factor 4E (Mus musculus) + Eukaryotic translation …; inhibition, % at 21.7 µM; TR-FRET eIF4E-eIF4GI(517-606) binding, 2 h;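 active means inhibition above about 30%, limit read from the data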;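 further: 0% = full FRET control wells and 100% = background wells lacking eIF4GI fragment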
Rad51 HR inh – human RAD51 strand exchange inhibitors, primary screen, biochemical, fluorescence; inhibition, % at 10 µM; hRad51 DNA strand exchange, fluorescence dequenching; 200,000 tested, 0.085% active;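 active means inhibition above 40% at the single screening dose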;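 further: 0% = DMSO control wells and 100% = blanks with heterologous ssDNA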
Target sequence (Q06609 whole entry, looked up): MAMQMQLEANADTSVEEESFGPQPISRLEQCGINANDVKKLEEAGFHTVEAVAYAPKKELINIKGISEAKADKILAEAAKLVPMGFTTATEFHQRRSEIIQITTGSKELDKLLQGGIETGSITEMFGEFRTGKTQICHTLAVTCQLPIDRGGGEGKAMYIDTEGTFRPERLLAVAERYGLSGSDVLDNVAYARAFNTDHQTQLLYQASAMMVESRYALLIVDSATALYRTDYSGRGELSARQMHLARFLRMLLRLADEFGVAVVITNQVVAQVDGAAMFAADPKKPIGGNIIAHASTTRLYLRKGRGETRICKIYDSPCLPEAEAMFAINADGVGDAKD
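System: human Rad51 nucleoprotein filaments preassembled on unlabelled ssDNA. Reagent: labelled 47-mer dsDNA for strand exchange. Schedule: 30-min compound preincubation and 15-min exchange, both room temperature. Measured by: FRET fluorescence dequenching, excitation 485 nm, emission 520 nm. Read-out: Fluorescence-based percent inhibition, control- and blank-normalised. Benchmarks: plate controls and plate blanks.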
EP2 antag – human EP2 receptor antagonists, primary screen, TR-FRET cAMP, C6 glioma cells; Prostaglandin E2 receptor EP2 subtype (Homo sapiens), P43116; C6 glioma cells expressing human EP2; cells stimulated with saturating PGE2; inhibition, % at 25 µM; 260,000 tested, 0.52% active; AID 1422, 2008;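 active means percent inhibition above 40 after rounding to a whole number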;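 further: rat C6 glioma host cells with rolipram phosphodiesterase inhibitor present; the protocol text gives 20 µM as final concentration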
* marks the source's active call; other numbers are inactive results; i = inactive; nt = not tested or not shown; & = joins results of further samples; [ ] = dose if it differs, or a comment. A portion of the library; rates above refer to the full screens.

SMILES	14-3-3 Bad inh	Calpain2 inh	L929 necroptosis	Hck Nef HTS	TbHK1 inh	EP2 mod	eIF4E-4G inh	Rad51 HR inh	EP2 antag
Cc1nc(N)sc1-c1csc(NCc2ccccc2)n1	-8	-84	0.0	0	-11	-19&6	-1	-6	3&22
N#CC1=C(N)Oc2c(sc3ccccc23)C1c1ccco1 (stereo not drawn)	-17[fluorescence artefact?]	-47	-0.3	6	1	-39	18[fluorescence artefact?]	-73	17
Cc1nnsc1C(=O)NNc1ccc(Cl)cc1	-6	9	1.1	5	-2	7	2	-2	10
CC1CSc2n(-c3cccc(C(F)(F)F)c3)cc(-c3ccccc3)[n+]21 (stereo not drawn)	-3	12	1.0	-6	-5	20	1	5	4
CCCCOC(=O)Cn1c(=O)c2c(nc(Br)n2Cc2ccccc2)n(C)c1=O	-14[fluorescence artefact?]	-4	0.5	-3	-2	24	-10	-1	3
COC(=O)c1ccc(CSc2nc3ccccc3c(=O)n2-c2cccc(OC)c2)o1	-8	31	-1.1	-10	-2	5	2	7	13
Cc1ccc(-c2ccc(=O)n(CC(=O)N3CCN(c4cc(Cl)ccc4C)CC3)n2)cc1	-1	-50	1.0	1	-8	11	3	1	7
Cc1ccc2[nH]c(=O)c(CN(Cc3cccnc3)Cc3nnnn3CCN3CCOCC3)cc2c1	-7	-19	0.0	0	-21	6&-11	-7	0	18&7
COc1ccccc1N1Cc2ccccc2C1	57	-56	0.0	6	-6	20	-3	3	3
CCC(=O)Nc1ccc(N/C(N)=N/c2nc(C)cc(C)n2)cc1	61	34	-0.1	-4	-4	-34	-6	19	7
O=C(Cc1cccs1)N1CCCC(c2nc3c(nnn3Cc3ccc(F)cc3)c(=O)[nH]2)C1 (stereo not drawn)	-8[fluorescence artefact?]	-16	-0.3	1	4	0	0	-1	2
CCN1C(=O)CC(N2CCN(C(c3ccccc3)c3ccccc3)CC2)C1=O (stereo not drawn)	7[fluorescence artefact?]	-8	-0.1	-1	4	12	0[fluorescence artefact?]	-4	12
COc1ccc(OC)c(C(c2nnnn2C2CCCC2)N2CCN(c3ccccc3)CC2)c1 (stereo not drawn)	19	4	-0.8	-8	-2	47	-4	2	8
COCc1ccc([C@@H]2C[C@H]3CN(Cc4ccccc4C)C(=O)[C@]34CCCN24)o1	-3	-6	0.0	-3	-6	4	0	12	4
CCCS(=O)(=O)c1c(S(=O)(=O)CCC)c2cnccn2c1C(=O)c1ccc(CC)cc1	5[fluorescence artefact?]	-16	-0.1	4	-12	23	-3	-5	-3
Cc1cc(-c2c(C(=O)N3CCOCC3)c(C)nn2-c2ccccc2)no1	0	9	0.1	-7	-9	6	-5	-16	7
O=C(O)CCC(=O)N1CCN(c2cccc(Cl)c2)CC1	0	-24	0.6	16	5	5	-1	5	12
CCOC(=O)c1c(NC(=O)CSc2ncnc3ccccc23)sc(C)c1C	17	-11	2.1	2	-5	46	5	-2	8
Cc1cccc(-n2ncc3c(N4CCc5ccccc54)ncnc32)c1	-3[fluorescence artefact?]	-157	0.1	15	-23	16	-4[fluorescence artefact?]	nt	nt
COC(=O)c1cnc(N2CCOCC2)nc1C(F)(F)F	-2	4	-0.8	13	2	-33	2	12	4
CC(/C=N/NC(=O)CSc1nc(C)cc(C)n1)=C\c1ccccc1	4	13	0.3	3	-5	-10	-4	-13	4
CC1CCN(C(=O)Cn2c(SCC(=O)Nc3nccs3)nc3ccccc32)CC1	-15	-8	-0.6	2	28	19	4	nt	8
CC(C)CCn1c(C(C)O)nc2ccccc21 (stereo not drawn)	-5[fluorescence artefact?]	-4	-1.0	-21	2	-5	-1	-4	11
c1ccc2c(-c3nc(-c4ccncc4)no3)cccc2c1	2	5	0.2	1	0	15	0	1	6
Cc1ccc(S(=O)(=O)N(C)c2ccc(C)c([N+](=O)[O-])c2)cc1	6	50*	1.1	17	9	0	2	-5	6
O=c1ccc2cc(S(=O)(=O)Nc3ccc(F)cc3)ccc2o1	9	2	-1.3	2	0	-35	6	2	8
COc1ccc(NC(=O)CSc2nnc(CNC(=O)COc3ccc(Cl)cc3)o2)c(OC)c1	-9[fluorescence artefact?]	-1	0.7	3	1	-6	3[fluorescence artefact?]	-1	7
CC(C)C[C@H](NC(=O)c1nc[nH]c1C(=O)N[C@@H](CC(C)C)C(=O)OC(C)(C)C)C(=O)OC(C)(C)C	-3	18	2.0	24	3	37	-1	-2	15
O=C1Cc2ccccc2Sc2c(OCCN3CCCCC3)cccc21	-22	-17	0.3	0	-15	-33	3[fluorescence artefact?]	3	11
O=C(Nc1ccc(N2CCOCC2)cc1)c1cnsn1	-7	8	1.0	-5	-6	19	-2	nt	nt

One compound at a time, from the list above.
Cc1cc(-c2c(C(=O)N3CCOCC3)c(C)nn2-c2ccccc2)no1 reads 14-3-3 Bad inh = 0; Calpain2 inh = 9; L929 necroptosis = 0.1; Hck Nef HTS = -7; TbHK1 inh = -9; EP2 mod = 6; eIF4E-4G inh = -5; Rad51 HR inh = -16; EP2 antag = 7
O=C(Nc1ccc(N2CCOCC2)cc1)c1cnsn1 reads 14-3-3 Bad inh = -7; Calpain2 inh = 8; L929 necroptosis = 1.0; Hck Nef HTS = -5; TbHK1 inh = -6; EP2 mod = 19; eIF4E-4G inh = -2; Rad51 HR inh = nt; EP2 antag = nt

The results go on:
SMILES	14-3-3 Bad inh	Calpain2 inh	L929 necroptosis	Hck Nef HTS	TbHK1 inh	EP2 mod	eIF4E-4G inh	Rad51 HR inh	EP2 antag
CC(=O)c1ccc(OCC(O)CN2CCN(c3ccccn3)CC2)cc1 (stereo not drawn)	20	3	0.9	2	3	18	-1	3	8
COc1cccc(NC(=O)C2CCCN2C(=O)Nc2cccc(F)c2)c1 (stereo not drawn)	13[fluorescence artefact?]	1	-0.1	-1	-3	-11	-1[fluorescence artefact?]	5	11
Cc1cc(C)nc(NC(=O)c2ccc(Cl)cc2Cl)n1	-3	-36	0.8	22	2	-1	-1	-1	8
COc1cc(/C=C/C(=O)OCC(=O)NCCC2=CCCCC2)ccc1O	-15	-27	6.5	4	-10	-10	-10	3	8
COc1ccccc1N1CCN(c2cc(C)nc3nc(C)nn23)CC1	2	15	0.2	3	-3	-10	1	5	5
O=C(Cc1cccs1)Nc1nnc(SCC(=O)NC2CCCCC2)s1	1	-7	0.6	4	-1	55	0	1	9
COc1ccc(C(=O)OCC(=O)Nc2ccccc2)cc1[N+](=O)[O-]	-5	4	0.1	-12	-4	-6	0	20	6
CCCCCCn1c(SCC(=O)c2ccccc2)nc2c1c(=O)[nH]c(=O)n2C	9	23	-0.7	32	-5	-1	-1	-4	6
Cc1cccc(OCc2nc(-c3ccccn3)n[nH]2)c1	-5	8	1.7	1	-3	6	-12[fluorescence artefact?]	13	14
CCSc1nnc(-c2cc(Br)ccc2NC(C)=O)c(=O)[nH]1	4	-7	0.5	19	-27	33	96*	-9	8
CCC(=O)N1CCC2(CC1)Oc1ccc(Cl)cc1C(=O)C21CC(c2ccc(Cl)cc2)=NO1 (stereo not drawn)	8	-46	0.6	13	-18	9	3	i	14
Cc1nn2c(NCc3ccccn3)cc(C(C)C)nc2c1-c1ccccc1	-4	-27	51	7	-8	8	4	7	6
Cc1cc2ncc(C(=O)Nc3ccccc3)c(C)n2n1	-2	-16	nt	-6	0	7	-3	-6	11
CC1CCC(C(C)C)C(OC(=O)C2=C3c4ccccc4S(=O)(=O)N3CC2)C1 (stereo not drawn)	-1	-192	-0.6	9	-1	38	-4[fluorescence artefact?]	9	8
Cc1nc2ccccc2cc1C(=O)O	5	4	0.1	-2	-9	27	1	1	11
COCCn1c(Cc2ccccc2)nnc1SCC(=O)N(C)C	-6[fluorescence artefact?]	-29	-0.1	-1	4	24&-30	-4[fluorescence artefact?]	4	8&1
CCOC(=O)C(CCCOc1ccccc1C)C(=O)OCC	-12	-16	0.0	3	1	45	-8	-3	20
O=C(Nc1nc(-c2ccc(Br)cc2)cs1)c1cccnc1	5	16	2.5	15	8	11	2	9	7
O=c1[nH]c(CSc2ncn[nH]2)nc2ccccc12	-5	-24	0.5	18	-5	6	-1	7	9
COc1ccc(C(=S)N2CCC(C(N)=O)CC2)cc1Br	-8	35	1.3	28	2	-46	2	21	5
O=C(CCn1cnc2ccccc2c1=O)Nc1ccc(S(=O)(=O)N2CCCCC2)cc1	-3	1	0.1	1	4	-12	1	-7	15
COc1ccccc1N1CCN(/N=C/c2c(C)nn(-c3ccccc3)c2C)CC1	4	8	-0.3	-1	3	11	-4	-6	11
Cc1c(Br)c([N+](=O)[O-])nn1CC(=O)Nc1cccc2nonc12	-5	-55	1.6	19	-6	-16	2	-16	7
CCOC(=O)c1cnc2nc(C)nn2c1N	-4	-14	1.1	15	-2	24	2	-3	3
O=c1[nH]c(SCc2nc3ccccc3n2Cc2ccccc2)nc2ccccc12	-5[fluorescence artefact?]	-14	0.0	0	-9	-2	-7[fluorescence artefact?]	2	13
Cc1c(Nc2cc(=O)oc3ccccc23)c(=O)n(-c2ccccc2)n1C	-2	-27	0.2	-1	-5	-11	-4	8	1
CCn1c(CC(=O)Nc2ccc(C)cc2)nnc1SCC(=O)Nc1nc(C)cs1	-6[fluorescence artefact?]	-6	0.2	1	-4	57&8	1	-2	7&5
CCOC(=O)CN(c1ccccn1)S(=O)(=O)c1ccccc1	2	-210	0.0	2	-10	15	2	-1	7
CCn1cc(C(=O)NCCCN2CCCC(C)C2)c(=O)c2cc(S(=O)(=O)N3CCc4ccccc4C3)ccc21 (stereo not drawn)	-4	-34	-0.1	24	-14	-36	6	6	13
Cc1c(-c2ccc(Cl)cc2)[n+](=O)c2c(n1[O-])CCCC2	0	-18	-0.4	8	-11	-19	2	-6	6
C=C1CCN(C(C(=O)OC)C(C)C)S(=O)(=O)c2ccc(F)cc21 (stereo not drawn)	-3	4	-0.1	24	5	-4	9	-9	4
COc1ccc(N2CCN(C(=O)CSc3nnc4c(C)cc5cc(C)ccc5n34)CC2)cc1	5	-50	0.4	4	-5	24	0	nt	nt
COC(=O)c1ccc(NC(=O)c2ccccc2SC)cc1	8	23	0.4	2	0	6	4	0	3
CCOc1ccc(N2C(=O)CC(N3CCN(C(=O)CN4CCCC4)CC3)C2=O)cc1 (stereo not drawn)	4	-7	0.1	0	7	26	-6	12	23
CN(CCOc1ccc(Br)cc1)CC(=O)Nc1cccc(S(=O)(=O)NC2=NCCC2)c1	-4	5	1.9	1	-2	-37	2	-2	7
Cc1nnc(N/N=C/c2c(O)n(-c3cccc(C(F)(F)F)c3)c(=O)c3ccccc23)[nH]c1=O	-9	-28	0.5	-2	-18	-13	-6	-6	16
CCOC(=O)C1(CC2CCCCO2)CCN(S(=O)(=O)c2ccc(C)s2)CC1 (stereo not drawn)	-8	19	45	19	3	22	2	-23	6
CCCC(=O)N1CCCC(c2nc(-c3cccs3)no2)C1 (stereo not drawn)	-7	-7	0.8	0	-6	76*	6	-3	12
